TAG inh: inhibitors of triacylglycerol accumulation, primary screen, cell-based, uHTS, fluorescence, H9c2; 230,000 tested, 0.66% active; H9c2 cells, Nile Red lipid (TAG) fluorescence; cells loaded with 200 µM oleic acid; inhibition, % at 12.5 µM;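 active = pattern-corrected inhibition of lipid staining of at least 50% with the nuclear-stain viability signal not falling by more than 50%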;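 note: 0% = DMSO wells and 100% = triacsin C control wells; some results filed as inactive read as strong as hits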
TAG inh DAPI viability: second read-out of TAG inh, no call of its own (marks repeat the call); DAPI nuclei signal change (viability), lower = more cytotoxic, %;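 whole-well DAPI fluorescence read on a plate reader as a viability signal; minus 50 percent equals half of cells still viable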
* marks the source's active call; other numbers are inactive results. An excerpt; rates above refer to the full screens.

Fields – TAG inh, TAG inh DAPI viability
- Cc1ccc(C)c(/C=C(\C(=O)O)c2ccc(S(=O)(=O)N3CCCCC3)s2)c1
  -4.4, -3.9
- C/C=C/c1ccc(OC(C)=O)c(OC)c1
  0.1, 0.5
- Cc1ccc2c(c1)-c1c(cnn1CC(=O)Nc1ccccc1N1CCN(C)CC1)CO2
  53.2*, -24.3*
- COc1ccc(O)c(/C=N/NC(=O)c2ccc(OCc3cccc(Br)c3)cc2)c1
  3.7, -11.7
- COc1ccc2[nH]c(C)c(CCN3C(=O)C4C5C=CC(C5)C4C3=O)c2c1 (stereo not given)
  1.5, -10.8
- CC(C)(C)c1cc(CCC(=O)NCc2ccccn2)cc(C(C)(C)C)c1O
  -8.1, 2.9
- CNC(=O)Nc1cccc(-c2ccnc(C)n2)c1
  -2.0, -2.9
- CSc1nc(N)n2nc(-c3ccccc3)cc2n1
  4.1, 5.2
- Cc1ccc(NC(=O)Cn2cc(C(F)(F)F)cc(Cl)c2=O)cc1Cl
  -0.1, -1.4
- O=C(O)CC1(CC(=O)Nc2ccccc2N2CCOCC2)CCCC1
  1.6, 8.0
- CN(C(=O)COC(=O)c1ccc(S(=O)(=O)N2CCCCCC2)cc1)c1ccccc1
  -3.6, 6.7
- CCCCN(C(=O)c1cccc(S(=O)(=O)N(C)c2ccc(C)cc2)c1)c1c(N)n(CC(C)C)c(=O)[nH]c1=O
  -21.9, -3.5
- CCN(CC(=O)Nc1c(F)cccc1F)C(=O)c1ccc(S(=O)(=O)NCc2ccco2)cc1
  -6.1, -1.8
- O=C(Nc1ccccc1F)NC1CCCCCCC1
  -4.4, 2.7
- CC(O)C(NS(=O)(=O)c1ccc(Cl)cc1)C(=O)OCC(=O)c1c[nH]c2ccccc12 (stereo not given)
  -18.0, 14.8
- Cc1cc(NCCCO)n2c(nc3ccccc32)c1C#N
  -4.3, 34.8
- CN(C)S(=O)(=O)c1ccc(Cl)c(NC(=O)COC(=O)C2CCCO2)c1 (stereo not given)
  0.5, 0.9
- CS(=O)(=O)n1nc(-c2ccccc2)nc1NCc1ccco1
  2.4, -2.8
- O=C(Nc1ccc(F)c(F)c1)c1cccnc1
  -1.6, -3.6
- CCCCOC(=O)c1ccc(NC(=O)CSc2nnnn2C)cc1
  8.6, -6.2
- COc1ccc(NC(=O)c2ccc(OC(=S)N(C)c3ccc(OC)cc3)cc2)cc1
  23.8, -5.8
- Cc1cc(=O)oc2cc(O)cc(O)c12
  9.5, -6.7
- COc1cccc(NC(=O)N(C)C[C@@H]2Oc3cc(Br)ccc3S(=O)(=O)N([C@@H](C)CO)C[C@H]2C)c1
  6.7, 0.0
- NC(=O)c1ccsc1NC(=O)CCS(=O)(=O)c1ccc(F)cc1
  9.8, -6.2
- Cc1cc(C)c2cc(C#N)c(NCCNC(=S)NCCCN3CCOCC3)nc2c1
  7.2, 34.5
- Cc1csc(=O)n1CCC(=O)OCC(=O)NCc1ccc(Cl)cc1Cl
  10.8, -6.9
- COc1ccc2nc(NNC(=O)C3COc4ccccc4O3)sc2c1 (stereo not given)
  -17.6, -8.5
- Cn1c(=O)c(=O)n(C)c2cc(S(=O)(=O)CCC(=O)Nc3ccccc3C(F)(F)F)ccc21
  3.7, -5.4
- O=C(CCOc1ccccc1)OCC(=O)c1cc2ccccc2o1
  -10.8, -5.1
- Cc1nc2ccccn2c1C(=O)NN=C1CCN(C)CC1
  -0.2, -0.9

One compound at a time (already shown):
NC(=O)c1ccsc1NC(=O)CCS(=O)(=O)c1ccc(F)cc1 is entered as TAG inh = 9.8; TAG inh DAPI viability = -6.2
CSc1nc(N)n2nc(-c3ccccc3)cc2n1 is entered as TAG inh = 4.1; TAG inh DAPI viability = 5.2

Next entries.
Fields – TAG inh, TAG inh DAPI viability
- CCOC(=O)C1CCN(S(=O)(=O)c2cccc3nonc23)CC1
  -22.6, 5.7
- CCOc1ccc(CCNC(=O)C2CCN(S(=O)(=O)c3ccc(C)cc3)CC2)cc1OCC
  27.8, -9.7
- C/C(Cl)=C\CSc1nnc2n(N)c(=O)c3ccccc3n12
  -0.8, -0.8
- COc1ccc2c(c1)C(C)=CC(C)(C)N2S(=O)(=O)c1ccc(NC(C)=O)cc1
  21.1, -13.8
- CN(CCc1ccccc1)C(=O)c1cccc(NC(=O)Cc2cccc(NC(=O)C3CCCN(C(=O)C4CCCC4)C3)c2)c1 (stereo not given)
  24.4, 1.2
- O=C(CSc1nnc(NC(=O)c2c(F)cccc2Cl)s1)Nc1ccccc1F
  1.2, 3.3
- CCn1c(CNc2ccc(F)cc2)nnc1SCC(=O)Nc1ccc(OC)cc1
  5.3, -1.6
- O=C(OCc1nnc(-c2ccccc2)o1)c1ccco1
  -4.6, 1.5
- COc1ccc(C(O)c2nc(-c3cccc(NC(C)=O)c3)cs2)cc1 (stereo not given)
  4.6, -3.8
- O=C(OCC(=O)N1CCCc2ccccc21)c1cc(Cl)ccc1O
  -3.0, -5.3
- Cc1ccc(S(=O)(=O)N2CCN(C(=O)COc3ccc(Br)cc3)CC2)cc1
  4.8, 0.9
- COc1cc2c(cc1OC)CN(C(=O)c1ccc(Cl)c(S(=O)(=O)N3CCCC3)c1)CC2
  -0.4, 4.6
- O=C1CC(N2CCN(Cc3ccccc3)CC2)C(=O)N1c1ccc2c(c1)OCCO2 (stereo not given)
  21.1, -11.5
- CC1Cc2ccccc2N1S(=O)(=O)c1cccc(C(=O)NCCCO)c1 (stereo not given)
  -7.1, -5.6
- Cc1ccc(C(C(=O)NC2CCCC2)N(Cc2ccco2)C(=O)CCC(=O)Nc2ccccn2)cc1 (stereo not given)
  14.2, -6.1
- O=C(NOC(=O)c1ccccc1)c1ccccc1
  11.9, -10.7
- CCOc1ccccc1NC(=O)COC(=O)Cc1ccc(-c2ccccc2)cc1
  -11.9, -3.7
- CC(C)(C)c1ccccc1NC(=O)CN1C(=O)NC2(CCCCCC2)C1=O
  3.1, -8.2
- O=C(CCc1ccccc1)Nc1cc(S(=O)(=O)N2CCOCC2)ccc1N1CCCC1
  -1.2, -9.8
- C[C@]12C(=O)N(c3ccc(F)cc3)C(=O)N1[C@@H]1c3ccccc3OC[C@@H]1[C@H]2c1ccccc1
  18.0, -8.0
- COc1cc(CC(=O)NCc2cccs2)cc(OC)c1OC
  8.7, -10.1
- CSc1ncccc1C(=O)N1CCN(S(=O)(=O)c2ccc3c(c2)OCCO3)CC1
  -7.8, -8.4
- O=C(CSc1nnnn1Cc1ccccc1)c1ccccc1
  -16.8, 7.9
- CC(C)(C)c1ccc(OCC(=O)N/N=C/c2cc(Br)ccc2OC(=O)c2ccco2)cc1
  15.6, -9.4
- CCOC(=O)Cc1ncccc1C(=O)Nc1ccc(Oc2ccccc2)cc1
  -6.0, 5.1
- OCC[C@@H]1C[C@@H](O)[C@H](O)[C@@]2(Cc3ccccc3CCO2)O1
  -3.9, 5.8
- COc1ccc(-c2cc3c(=O)n(CC(=O)N4CCN(C)CC4)ncn3n2)cc1
  -13.9, 11.9
- C/C(N)=C(/C#N)C(=O)COC(=O)CNS(=O)(=O)c1ccc(F)c(F)c1F
  12.4, 4.6
- COC(=O)c1ccc(C2C3=C(Nc4nnnn42)c2ccccc2OC3)cc1 (stereo not given)
  -31.7, 9.4
- CC(C)C(=O)N1CCCC1(C)C(=O)Nc1ccc(-n2cccc2)cc1 (stereo not given)
  -3.4, 3.0

Carrying on.
Fields – TAG inh, TAG inh DAPI viability
- O=C(CSc1nnc2ccccn12)NCCc1ccc(Cl)cc1
  18.3, 2.9
- CCCn1c(SCC(=O)NC2CCCCC2)nnc1-c1ccncc1
  14.6, 4.9
- CNc1cncc(-c2ccc(CN(C)C)cc2)n1
  -12.1, 34.1
- O=C(Nc1ccc(Cl)c(S(=O)(=O)N2CCCC2)c1)c1cc(=O)[nH]c2ccccc12
  -1.8, -2.6
- O=C(Nc1nnc(C2CC2)o1)c1ccc(S(=O)(=O)N2CCCCC2)cc1
  26.5, 4.8
- COc1ccc(-c2csc(NC(=O)C3CC(=O)N(Cc4ccco4)C3)n2)cc1 (stereo not given)
  30.1, -0.8
- CCN(CC)S(=O)(=O)c1cc(NC(=O)NCCCl)ccc1C
  -9.5, -6.8
- CC1CCCC(NC(=O)c2ccc3c(SCC(=O)O)c4c(nc3c2)CCC4)C1C (stereo not given)
  11.6, -4.1
- O=C1OCCN1C(=O)[C@H]1[C@H](c2ccc(F)cc2)C(c2ccc(F)cc2)=NN1c1ccc(Br)cc1
  -2.5, 100.0
- O=C(O)CNC(=O)c1ccc(Sc2ccccc2)c([N+](=O)[O-])c1
  -110.4, 0.0
- N#CC1=C(N)Nc2nc3ccccc3n2C1c1ccc(F)cc1 (stereo not given)
  -19.7, 17.4
- COc1cc(C(=O)NCCCN2CCCC2=O)cc(Br)c1OCc1ccccc1
  9.3, -5.0
- O=C(CCCSc1nnc(Nc2ccccc2F)s1)N1CCOCC1
  5.3, 3.3
- CCCN(CC(=O)Nc1ccccc1OC)C(=O)C1CCCC1
  -16.9, -7.8
- Cc1cnc(C2OCCO2)c2cccc([N+](=O)[O-])c12
  4.6, -8.0
- COc1ccc(OC)c(C(=O)COC(=O)C(CCSC)NC(=O)COc2ccccc2)c1 (stereo not given)
  -4.4, -4.7
- O=C(COC(=O)/C=C/c1ccc(S(=O)(=O)N2CCOCC2)cc1)NCc1ccccc1
  20.4, 1.0
- CCCN=C1N(C)C[C@@H]2[C@@H]3C(=O)N(C)C(=O)[C@@H]3[C@](CC)(C(=O)OC)N12
  8.7, 0.9
- Cc1cc(OCCOCCN(C)C)ccc1Cl
  -2.0, -0.5
- Cc1cccc(N2CCN(C(=O)CN(C)S(=O)(=O)c3ccc4c(c3)CCC(=O)N4)CC2)c1C
  -19.6, -3.5
- CS(=O)(=O)Nc1ccccc1C(=O)NCCSc1ccccc1
  5.3, -10.0
- Cc1ccc(-n2c(Cc3noc4ccccc34)n[nH]c2=S)cc1
  2.8, 0.4
- CN(C)S(=O)(=O)c1cccc(NC(=O)COC(=O)c2cccn2C)c1
  3.8, -2.4
- COc1cccc(-c2cnc(C(O)c3ccccc3)[nH]2)c1 (stereo not given)
  -8.7, 1.9
- O=C(COC(=O)c1cc(S(=O)(=O)N2CCOCC2)ccc1F)NCc1ccc2c(c1)OCO2
  -7.0, 0.0
- Cc1ccc(-c2noc(CCCc3ccccc3)n2)cc1
  -8.5, -0.3
- COc1ccc(NC(=O)Nc2cccc3c2O[C@H](CN(C)S(=O)(=O)c2c(C)noc2C)[C@@H](C)CN([C@H](C)CO)C3=O)cc1
  15.5, 1.7
- Cc1ccc(Nc2nnc(SCc3cc(=O)n4ccsc4n3)s2)c(C)c1
  23.2, -1.2
- CCOc1c(Cl)cc(CNCc2ccccn2)cc1OC
  -1.0, 8.7
- O=C(CN1C(=O)NC2(CCc3ccccc32)C1=O)NCc1ccc(F)cc1 (stereo not given)
  -0.2, -7.7

For convenience, some entries already given:
Fields – TAG inh, TAG inh DAPI viability
- COc1ccc(NC(=O)Nc2cccc3c2O[C@H](CN(C)S(=O)(=O)c2c(C)noc2C)[C@@H](C)CN([C@H](C)CO)C3=O)cc1
  15.5, 1.7
- Cc1ccc(Nc2nnc(SCc3cc(=O)n4ccsc4n3)s2)c(C)c1
  23.2, -1.2
- CCOc1c(Cl)cc(CNCc2ccccn2)cc1OC
  -1.0, 8.7
- O=C(CN1C(=O)NC2(CCc3ccccc32)C1=O)NCc1ccc(F)cc1 (stereo not given)
  -0.2, -7.7

Further structures:
Fields – TAG inh, TAG inh DAPI viability
- O=C(CSc1nc2c(sc3ccccc32)c(=O)n1CCO)NCC1CCCO1 (stereo not given)
  22.5, -27.5
- O=C1CCCN1CC1CCN(Cc2nc(CC3CC3)no2)CC1
  -18.4, 15.6
- OC1CCC(Nc2ccn3nc(-c4cccc(OCc5ccccc5)c4)cc3n2)CC1 (stereo not given)
  7.0, 18.2
- O=C(Nc1cccc(Cl)c1N1CCOCC1)c1ccc([N+](=O)[O-])o1
  42.1, -20.6
- CSCCC(NS(=O)(=O)c1ccccc1F)C(=O)Nc1cccc(C)n1 (stereo not given)
  4.3, -7.0
- CC1=CC(C)(C)NC(=S)N1c1ccc(N(C)C)cc1
  -1.4, -6.2
- COc1ccc(CCNC(=O)c2cccc(S(=O)(=O)NC(C)c3ccccc3)c2)cc1 (stereo not given)
  -6.3, -2.9
- Cc1nn(-c2ccc(Cl)cc2)c(=O)c2c(C)noc12
  2.7, 0.3
- Cc1ccc(OCC(=O)N2CCCC(CO)(CCOc3ccccc3)C2)cc1 (stereo not given)
  -1.6, -11.9
- CCCCCOc1ccccc1C(=O)NCC(=O)O
  -15.9, 11.1
- Cc1cc(Br)c(NC(=O)COC(=O)c2ccc[n+]([O-])c2)c(Br)c1
  -0.3, 4.1
- COCCN(Cc1nc2ccccc2c(=O)[nH]1)C(=O)COc1c(C)cc(Cl)cc1C
  -1.4, -5.1
- COc1ccc(OCCN(C)Cc2ccccc2)cc1
  13.9, -3.8
- CCC(=O)N1CCCC(C(=O)Nc2nc3ccccc3n2C)CC1 (stereo not given)
  5.1, -6.3
- O=C(COC(=O)c1nc(Cl)ccc1Cl)Nc1ccc2c(c1)OCO2
  7.4, -2.7
- CCN(CC(=O)Nc1c(F)cccc1F)C(=O)CCc1nc2cc(S(=O)(=O)N(C)C)ccc2n1CC
  1.9, 0.2
- Cc1ncc(C(O)c2ccc(N(C)C)cc2)n1Cc1ccccc1 (stereo not given)
  -7.2, -3.6
- Cc1ccc(NS(=O)(=O)c2ccc(NC(=O)[C@@H]3CCCC[C@@H]3C(=O)O)cc2)c(C)c1
  -14.9, 5.3
- CCOc1ccc(C(=O)COC(=O)c2ccc(-n3cnnn3)cc2)cc1
  24.2, -4.1
- Cc1c(C(C)(C)C)c(C=S)n2ccccc12
  17.2, 3.7
- CCOc1cc(/C=N/Nc2nc3ccccc3[nH]2)cc(Br)c1OCC(=O)N(C)C
  11.1, -1.6

Compound activity deposited in PubChem BioAssay by Sanford-Burnham Center for Chemical Genomics.
